# High-throughput results deposited in PubChem by Broad Institute.
# RAD54 inh – RAD54 (human) branch migration inhibition; Q92698; inhibition, % at 10.4 µM; RAD54 Holliday junction branch migration, FAM/BHQ fluorescence; hit rate 0.14% among 360,000;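 active means mean normalized replicate activity at least 40 and at least half of replicates scoring 40 or more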;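 further: 0% = median of neutral control wells and 100% = median of positive control wells; inhibitors cause a drop in the FAM fluorescence signal; in these data hits start at about 50%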
# Target sequence (Q92698 whole entry, looked up): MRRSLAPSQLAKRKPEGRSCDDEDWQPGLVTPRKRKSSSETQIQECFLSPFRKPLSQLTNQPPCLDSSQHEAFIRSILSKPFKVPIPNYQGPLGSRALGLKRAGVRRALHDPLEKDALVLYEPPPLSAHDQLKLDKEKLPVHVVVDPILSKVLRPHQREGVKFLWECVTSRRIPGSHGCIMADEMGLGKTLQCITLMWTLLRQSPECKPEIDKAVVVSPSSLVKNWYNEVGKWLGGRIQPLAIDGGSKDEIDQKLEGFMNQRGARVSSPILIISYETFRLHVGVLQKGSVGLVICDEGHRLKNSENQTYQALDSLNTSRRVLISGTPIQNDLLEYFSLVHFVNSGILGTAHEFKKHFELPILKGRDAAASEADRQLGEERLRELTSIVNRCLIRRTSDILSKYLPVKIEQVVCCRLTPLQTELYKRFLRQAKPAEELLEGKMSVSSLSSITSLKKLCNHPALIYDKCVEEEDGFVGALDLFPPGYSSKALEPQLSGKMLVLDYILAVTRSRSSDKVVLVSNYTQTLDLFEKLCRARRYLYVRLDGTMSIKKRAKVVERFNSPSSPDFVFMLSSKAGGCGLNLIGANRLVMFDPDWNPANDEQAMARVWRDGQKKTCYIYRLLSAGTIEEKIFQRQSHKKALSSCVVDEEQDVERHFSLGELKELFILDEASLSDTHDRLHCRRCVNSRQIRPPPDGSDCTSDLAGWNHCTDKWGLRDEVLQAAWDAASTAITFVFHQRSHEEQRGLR
# XiGFP reactiv – reactivates the inactive X chromosome in mouse fibroblasts; activation, % at 7.58 µM; AID 743238; XiGFP mouse fibroblasts, % GFP-positive cells imaging, 3 d; cells co-treated with 5-aza-dC sensitizer; scaled so ellipticine positive control = 100%; hit rate 0.055% among 360,000;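 active means mean normalized replicate activation at least 10% and every replicate at or above 10%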;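 further: 0% = median of on-plate neutral control wells and 100% = ellipticine 6 µM median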
#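 System: SV40-immortalized XiGFP fibroblast cells, line 68-5-11 / Incubation: 3-day compound exposure, then 15 min fixation at room temperature / Compound: single concentration per compound, delivered by pin transfer / Buffer or medium: DMEM plus 5-aza-dC sensitizer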
# ERAP1 inh – inhibitors of human ERAP1 aminopeptidase; recombinant ERAP1, Leu-AMC fluorescence, 60 min; hit rate 0.15% among 340,000; inhibition, % at 10.7 µM;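 active means mean replicate inhibition of at least 30%, or all replicates individually reaching that 30% level; inactive means mean below 30% and not every replicate reaching it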;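 further: 0% = neutral control wells and 100% = L-leucinethiol positive control wells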
# F508del corr – correctors of CFTR F508del function in bronchial epithelial cells | CFBE cells, YFP halide quenching; stimulated with forskolin plus potentiator P3; % fluorescence drop versus neutral controls | activity (quench increase), % at 7.58 µM | hit rate 0.36% among 350,000;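 active means mean added fluorescence quench of at least 8% versus neutral control, with both replicates also reaching 8%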;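 further: cells transiently co-express mutant CFTR-F508del with the halide-sensitive YFP; corrector assay measuring rescue of mutant channel to the surface after 24 h compound exposure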
# RAD52 anneal inh – RAD52 (human) annealing inhibition; recombinant RAD52 DNA annealing, FRET fluorescence; inhibition, % at 18.7 µM; hit rate 0.46% among 360,000; AID 651710;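 active means every replicate showing at least 50% inhibition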
# esBAF inh – SWI/SNF esBAF complex inhibition; AID 602393; reporter increase, % at 12.5 µM; hit rate 2% among 350,000; mouse ES cells, Bmi1-luciferase knock-in reporter, 24 h; 100% = twice the neutral-well signal; in the data active means activation above about 40%;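 further: 0% = median of the plate's neutral control wells and 100% = double that signal; a rise in the Bmi1 reporter signal indicates esBAF inhibition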
# ARNT TACC3 PPI – ARNT/TACC3 interaction disruption | Q9Y6A5 | AlphaScreen His-ARNT PAS-B/GST-TACC3 binding, luminescence; TACC3 fragment carries E629A point mutation | inhibition, % at 9.99 µM | hit rate 0.66% among 390,000 | AID 623870;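 active means mean inhibition of replicates at least 50% and at least half of replicates each reaching 50%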;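 further: 0% = complete ARNT plus TACC3 wells and 100% = ARNT alone without TACC3; many hits fall short of the cut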
# GSIS activator – GLuc luminescence reporter in INS-1E cells, primary screen for activators of glucose-dependent secretion of insulin; activation, % at 16.6 µM; INS-1E GLuc reporter insulin secretion, 2-3 h; hit rate 0.61% among 370,000; AID 743287;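 active means lowest replicate activation of at least 40%, so every replicate reaches that level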;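 further: 0% = median of neutral control wells and 100% = median of IBMX positive control wells; some compounds called inactive have numbers as strong as hits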
# An asterisk follows results filed as active; . = not tested or not shown.
SMILES,RAD54 inh,XiGFP reactiv,ERAP1 inh,F508del corr,RAD52 anneal inh,esBAF inh,ARNT TACC3 PPI,GSIS activator
CCC(=O)N1CCc2cc(S(=O)(=O)NC(Cc3ccccc3)C(=O)Nc3nccs3)ccc21 (stereo unspecified),3,.,.,.,.,6,-3,23
CO[C@H]1CN(C)C(=O)c2ccc(NC(C)=O)cc2OC[C@H](C)N(C(=O)C2CC2)C[C@H]1C,-4,-0.3,-1,-0.4,-10,4,6,-4
O=C(NCc1ccccn1)Nc1ccccc1Cl,-7,0.2,-1,3.0,3,16,-9,6
CC(=O)c1ccc(-n2c(C)ccc2-c2ccccc2)cc1,3,.,.,.,.,24,6,-5
O=C(Cc1ccc(S(=O)(=O)N2CCOCC2)s1)Nc1ccc(N2CCOCC2)cc1,.,0.0,4,-0.7,-10,.,0,6
COC(=O)c1cc(S(=O)(=O)NCCc2ccc(Cl)cc2)c[nH]1,-3,0.6,-1,2.2,-4,-18,-7,.
Cc1ccccc1OCC(=O)NCC(c1cccs1)N1CCOCC1 (stereo unspecified),-2,0.1,0,2.3,-10,-3,3,-9
COCC#Cc1ccc([C@H]2[C@@H](CO)N3C(=O)CN(C(=O)c4cccnc4)C[C@H]23)cc1,.,0.4,0,1.2,-4,.,.,13
C[C@H]1CN([C@@H](C)CO)C(=O)c2cccc(NC(=O)CCCCCC(=O)Nc3ccccc3N)c2O[C@@H]1CN(C)CC1CCCCC1,.,-0.7,1,2.3,17,.,.,-13
CCCN1[C@@H]2Cn3c(ccc(C4=CCCC4)c3=O)[C@H]1[C@@H](C(=O)NCCOC)[C@@H]2CO,3,0.1,0,-1.6,-10,1,-16,11
C[C@H](CO)N1C[C@H](C)[C@@H](CN(C)Cc2ccc(-c3ccccc3)cc2)Oc2ccc(NC(=O)Nc3ccc4c(c3)OCO4)cc2C1=O,-2,-0.1,1,1.5,-1,4,6,5
CC[C@@]12C(=O)N(c3cccc(F)c3)C(=O)N1[C@H](c1ccc(OC)cc1)[C@@H]1C(=O)N(C(C)(C)C)C(=O)[C@@H]12,0,-0.2,.,-0.2,-2,-3,0,4
CCOC(=O)N(C)c1c(CC)nc2c(OCC(=O)C(C)(C)C)cccn12,-12,0.2,-2,3.1,-12,-9,.,.
CCOC(=O)N1CCN(C(=O)c2cc3ccccc3o2)CC1,-4,0.1,0,1.1,-3,8,-6,.
COc1cc2c(c3oc(-c4ccccc4)cc(=O)c13)C=CC(C)(C)O2,12,.,7,0.6,-13,-14,-2,7
CCN(CC(=O)Nc1c(F)cccc1F)C(=O)C1CCN(S(=O)(=O)c2ccc(C)cc2C)CC1,13,-0.1,-3,0.4,-15,.,0,-10
COc1ccc(NC(=O)Nc2cccc3c2O[C@@H](CN(C)CC2CC2)[C@H](C)CN([C@H](C)CO)C3=O)cc1,-6,0.5,3,2.6,17,-1,-1,13
O=C(COc1cccc(Cl)c1)Nc1cc(S(=O)(=O)N2CCOCC2)ccc1N1CCOCC1,-9,-0.2,.,-0.4,-18,-5,-2,-7
Cc1cc(N2CCN(c3nnnn3-c3ccccc3)CC2)n2ncnc2n1,-16,.,.,.,.,-3,6,16
CCOC(=O)C1=C(COC(=O)CSc2ccc(C)cc2C)NC(=O)NC1C (stereo unspecified),-2,0.1,4,0.1,-21,0,-2,16
C[C@@H]1CN([C@@H](C)CO)C(=O)c2cc(NC(=O)Nc3ccccc3)ccc2O[C@H]1CN(C)Cc1ccccc1,5,0.0,0,2.1,14,-4,-3,14
CC1(C(=O)NS(=O)(=O)Cc2ccccc2)CCN1C(=O)CCc1ccccc1 (stereo unspecified),-14,0.1,-2,0.5,-6,9,.,-4
C[C@H]1CN([C@@H](C)CO)C(=O)c2cc(NC(=O)CCC(F)(F)F)ccc2O[C@@H]1CN(C)C(=O)Nc1ccc2c(c1)OCO2,1,-1.2,1,-2.7,-8,1,-5,23
CC(C)Oc1ccc(C(=O)Nc2ccc(N(C)C)cc2)cc1,.,.,-6,1.7,-2,.,5,-3
C[C@@H]1CN([C@H](C)CO)C(=O)Cc2cc(NC(=O)CCCCCC(=O)Nc3ccccc3N)ccc2O[C@H]1CN(C)C(=O)Nc1ccccc1,2,0.0,-1,-3.4,-5,-1,7,-5
O=C(Nc1ccccc1-c1ccccc1)C1CCCCC1,.,0.3,0,.,-6,.,-2,13
CC(OC(=O)/C(C#N)=C/c1ccc(N(C)C)cc1)C(=O)NCc1ccco1 (stereo unspecified),-6,0.0,-2,0.4,-44,-5,-6,-46
C[C@H](CO)N1C[C@H](C)[C@@H](CN(C)Cc2ccc(C(F)(F)F)cc2)OCc2cn(nn2)CCCC1=O,.,-0.1,.,-1.3,.,-4,.,25
COc1cccc(CC(=O)NNC(=O)c2c(-c3ccccc3)noc2C)c1,6,-0.1,-2,-1.4,-5,-5,.,-5
CNC(=O)NNC(=O)c1csc(-c2ccc(C(F)(F)F)cc2Cl)n1,3,0.0,-1,-0.3,-1,-10,2,.
CCN(CC)S(=O)(=O)c1ccc(N2CCCC2)c(NC(=O)c2ccncc2)c1,9,0.2,0,1.8,1,-3,-4,6
C[C@@H]1CN([C@@H](C)CO)C(=O)c2cc(C#C[C@@H](C)O)cnc2O[C@@H]1CN(C)C(=O)c1ccccc1F,-1,-0.1,4,-2.1,8,3,-3,8
Cc1ccsc1C(=O)N(C)C1CCS(=O)(=O)C1 (stereo unspecified),4,0.4,-1,-2.7,-3,-10,.,-2
O=C(NCCOc1ccccc1)C1CCC(=O)N(CCc2ccc(Cl)cc2)C1 (stereo unspecified),6,0.4,1,6.1,-7,15,-11,14
CO[C@@H]1CN(C)C(=O)c2cc(NC(=O)c3cc(C)on3)ccc2OC[C@@H](C)N(C(=O)C2CC2)C[C@@H]1C,-2,0.0,-1,-0.1,-6,6,-1,8
COc1cc([N+](=O)[O-])ccc1Nc1nc(C)cc(C)n1,-11,0.0,-1,0.2,-14,2,-2,14
COCC(=O)Nc1ccc2c(c1)C(=O)N(C)C[C@H](OC)[C@@H](C)CN(CCC(F)(F)F)[C@@H](C)CO2,-6,0.1,2,0.9,13,-3,-5,-11
O=C(NC1CCC1)[C@H]1[C@H](CO)[C@H]2Cn3c(ccc(-c4ccc(F)cc4)c3=O)[C@@H]1N2Cc1cocn1,.,0.1,0,-0.5,-15,.,.,0
Cn1c2ccccc2c2cc(/C=N/NC(=O)c3ccccc3F)ccc21,4,0.2,4,1.0,-14,.,.,9
Cc1ccc(S(=O)(=O)N(C)C[C@@H]2OCCCC[C@H](C)Oc3ccc(N(C)C)cc3C(=O)N([C@@H](C)CO)C[C@H]2C)cc1,8,-0.2,0,2.7,12,-1,2,-11
CC1C(=O)N(Cc2cn(CC3CCCCC3)nn2)CCS(=O)(=O)N1Cc1ccc(-c2ccccc2)cc1 (stereo unspecified),-3,0.0,8,-1.1,-13,4,.,-17
CCC(=O)Nc1ccc2nc(SCC(=O)N3CCOCC3)sc2c1,.,0.0,5,.,-6,.,-7,7
O=C(c1cccc(F)c1)N1CC[C@@H]2[C@H](CO)Nc3ccc(C#Cc4ccc(F)cc4)cc3[C@@H]21,-1,0.2,-1,-1.5,-41,-5,5,-38
CNCC(O)CN(c1ccccc1)c1ccccc1 (stereo unspecified),.,0.4,-14,-0.4,-3,.,0,-29
Cc1cc(C)n(-c2ccc(NC(=O)C3CCCCN3C(=O)c3cc(C)oc3C)cc2)n1 (stereo unspecified),-5,0.1,-3,0.6,-14,-2,2,-27
CCOC(=O)N1CCN(C(=O)C(=O)NNC(=O)COc2ccc(Cl)cc2)CC1,.,0.1,-1,0.4,-3,.,.,0
Cc1ccc2c(=O)cc(C(=O)NC3CCS(=O)(=O)C3)oc2c1 (stereo unspecified),9,0.0,-2,-0.3,-4,2,-4,-3
COc1ccc(CC(N)c2csc(NC(=O)Nc3ccc(C(C)C)cc3)n2)cc1 (stereo unspecified),5,0.8,-1,3.3,10,-89,.,193*
Cc1sc2nc(CSCC(=O)NC(C)(C)C)[nH]c(=O)c2c1C,.,0.0,-1,-0.5,-41,.,-9,-3
NC(=O)[C@@H]1CCCN1Cc1c(C(=O)N2CCc3ccccc3C2)nc2ccc(Cl)cn12,-5,0.1,1,1.4,-91,-3,5,-1
COc1cc(-c2cc(C(=O)OCC(=O)Nc3ccc4c(c3)OCO4)c3ccccc3n2)cc(OC)c1OC,3,0.0,0,0.3,-11,.,-8,9
COc1ccc(NC(=O)Nc2ccc3c(c2)C(=O)N([C@H](C)CO)C[C@H](C)[C@@H](CN(C)Cc2ccc(C(F)(F)F)cc2)OCCCC[C@H](C)O3)cc1,-6,0.0,-4,-1.6,-111,-1,1,-15
COc1ccc(NC(=O)c2ccc3c(c2)n(C)c(=O)n3C)cc1,-1,-0.1,-5,-1.5,-4,15,11,5
O=C(O)Cn1cc(/C=C2/SC(=O)N(CC(=O)N3CCCCCC3)C2=O)c2ccccc21,.,0.0,10,-3.6,-17,.,.,-1
COc1ccc(NC(=O)CSc2nnnn2C2CCCC2)cc1,.,-0.1,-4,-2.2,-1,.,-5,6
CCOC(=O)c1c(NC(=O)c2ccc(S(=O)(=O)N3CCOCC3)cc2)sc2c1CCN(C(C)C)C2,79*,0.1,-9,0.0,-241,-9,-4,-5
O=C(Nc1cccc(S(=O)(=O)N2CCOCC2)c1)c1cn(-c2ccccc2)nc1-c1ccc(F)cc1,-10,0.0,.,.,.,.,-3,8
CC(=O)Nc1ccc(CN(C)c2c(C)nc3ccc(C(=O)N4CCN(C(=O)c5ccco5)CC4)cn23)cc1,-3,0.0,2,-1.6,-5,-1,.,2
O=S(=O)(N[C@@H]1CC[C@@H](CCn2cc(-c3cccnc3)nn2)O[C@H]1CO)c1ccc(Cl)cc1,0,-0.1,0,-2.8,-4,-6,0,-9
CCC(=O)N1[C@H](CO)[C@H](c2ccccc2)C12CN(C(=O)Cc1ccccc1)C2,.,0.2,-4,-0.3,-75,.,.,-2

# (listing goes on)
SMILES,RAD54 inh,XiGFP reactiv,ERAP1 inh,F508del corr,RAD52 anneal inh,esBAF inh,ARNT TACC3 PPI,GSIS activator
Cc1c(NC(=O)C(=O)/C=C(\O)c2ccc(Cl)cc2)c(=O)n(-c2ccccc2)n1C,.,0.2,.,.,.,-11,-2,-7
C[C@@H]1CCCCO[C@@H](CN(C)Cc2ccc(C(F)(F)F)cc2)[C@@H](C)CN([C@H](C)CO)C(=O)c2cc(NC(=O)Nc3cccc4ccccc34)ccc2O1,-5,0.2,.,0.1,.,3,0,20
COc1cccc(OC)c1C(=O)NC(=S)Nc1cc(-c2nc3ccccc3[nH]2)ccc1Cl,.,0.1,5,.,-5,.,-3,9
Cc1sc2ncnc(N3CCN(Cc4ccccc4)CC3)c2c1-c1ccc(F)cc1,-2,-0.1,-2,0.1,-17,-2,5,-5

# Hits appear at their usual frequency; any-hit rate near 3.3%.
